# Source: PubChem (Broad Institute)
# FN deposit inh – inhibitors of fibronectin matrix deposition, primary screen, AH1F cells, Alexa488-fibronectin fluorescence, plate reader. AID 743247, 2014. AH1F fibroblasts, overnight. inhibition, % at 12.6 µM. actives 0.086% (n = 350,000);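 active means mean inhibition across replicates of 30% or more, regardless of how many single replicates reach that level; inconclusive means mean under 30% yet at least half of replicates reach 30%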;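 further: positive control wells lacked labelled fibronectin entirely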
#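 Assay system: AH1F fibroblast monolayer, labelled fibronectin deposition. Amount: 10000 cells per well. Also added: labelled fibronectin 24 nM. Compound: single-point pinned compound. Incubation: cell attachment 1 h, compound and FN exposure overnight. Detection: fluorescence after three HBSS washes, excitation 485 nm, emission 525 nm. Read-out: inhibition of fibronectin deposition signal.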
# Cneo AK release – Cryptococcus neoformans cell lysis inducers, primary screen, AK release luminescence, single concentration. lysis activity, % at 15 µM. AID 651654, 2012. actives 0.2% (n = 360,000). C. neoformans lysis, adenylate kinase release luminescence, 4 h; normalised: neutral wells 0, clomiphene wells 100;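 active means mean lysis activity across replicates of at least 80%, whatever share of replicates individually reach that level; inactive means mean lysis activity below 80%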
#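 Test system: log-phase Cryptococcus neoformans yeast cells; Quantity: yeast cell density of 5 × 10^6 cells/mL; Buffer or medium: YPD; Doses: single compound concentration per well; Timing: 4 h at 37 °C static, read 1 h later; Measured by: AK luminescence; Read-out basis: lysis from increased AK signal; Control set: Clomiphene as positive control.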
# PAX8 inh HTS – inhibitors of PAX8-driven TPO luciferase reporter, primary screen, RMG-I cells, single concentration | SteadyGlo, 24 h | inhibition, % at 12.6 µM | actives 1.2% (n = 360,000);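 active means mean replicate inhibition at least 60% with every replicate also reaching 60%; inconclusive means only one of the two criteria is met; inactive means mean below 60% and not all replicates reaching 60%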;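 further: luciferase light reporting Pax8 driven TPO promoter activity; plate controls were median of neutral control wells for no effect and mitoxantrone controls for full effect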
# miR122 inh – miR-122 Renilla sensor signal increase in Huh7, primary screen, miR-122 inhibitor project, cell-based, single point, plate reader; Huh7 miR-122 Renilla luciferase sensor, 48 h; neutral wells = 0, positive control = 100; activation (reporter increase), % at 12.5 µM; actives 0.3% (n = 340,000); AID 602342, 2012;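 active means mean replicate activation score at least 90 and every replicate individually at or above 90; inconclusive means only one of the two criteria met; inactive means neither criterion met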;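 further: higher luciferase means less miR-122 activity so hits act as miR-122 inhibitors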
# PGC1a acetyl inh – inhibitors of PGC1a acetylation signal, primary screen, cell-based, U2OS, AlphaScreen, inhibitor mode; actives 0.17% (n = 350,000); AID 651687, 2012; inhibition, % at 15.6 µM; AlphaScreen anti-acetyl-lysine; with virally co-expressed GCN5 acetyltransferase;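 active means every replicate shows inhibition of at least 40%; inconclusive means mean inhibition at least 40% but some replicate below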;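 further: 0% = neutral control wells and 100% = positive control wells; some results beyond the cut were filed as inactive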
# EWS-Fli block – EWS/Fli-driven NR0B1 reporter inhibitors, primary screen, A673 cells, NR0B1 luciferase, luminescence, MLPCN library; viability-normalised; actives 0.67% (n = 350,000); AID 651661, 2012; inhibition, % at 12.6 µM;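 active means mean inhibition of at least 50% after viability correction, with every replicate also passing that limit; inconclusive means mean reaches 50% but only one of two replicates passes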;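 further: firefly luciferase signal divided by Alamar Blue viability fluorescence both relative to DMSO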
# LGR2 antag – inhibitors of bursicon-induced LGR2 CRE-luciferase signal, primary screen, cell-based, HEK293, CRE-luciferase reporter, bursicon stimulation | Drosophila bursicon receptor LGR2 (rickets) | bursicon-stimulated, 4 h | inhibition, % at 9.99 µM | actives 0.35% (n = 380,000) | AID 720647, 2013;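 active means drop in luminescence signal, shown as inhibition above about 50% in the replicate tests, limit read from the data, passing the limit was not always enough; inconclusive means probably only some replicates passing the limit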;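 further: agonist challenge used bursicon conditioned medium at about half maximal strength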
# Casp6 inh – human caspase-6 inhibitors, primary screen, biochemical, VEID-R110 fluorescence, single point, set 2; inhibition, % at 12.5 µM; actives 0.53% (n = 350,000); purified caspase-6, Z-VEID-R110 cleavage fluorescence;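 active means mean inhibition across replicates at least about 35%, with every replicate also reaching that limit, limit read from the data; inconclusive means only one of the two criteria met; inactive means neither criterion met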;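 further: 0% = median of neutral control wells and 100% = no fluorescence left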
# Target sequence (P55212 24-179 limits assumed): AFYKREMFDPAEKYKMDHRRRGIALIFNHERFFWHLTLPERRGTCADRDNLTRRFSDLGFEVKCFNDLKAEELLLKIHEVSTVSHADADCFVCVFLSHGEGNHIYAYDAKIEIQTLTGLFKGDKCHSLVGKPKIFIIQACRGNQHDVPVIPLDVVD
# Target sequence (P55212 194-293 limits assumed): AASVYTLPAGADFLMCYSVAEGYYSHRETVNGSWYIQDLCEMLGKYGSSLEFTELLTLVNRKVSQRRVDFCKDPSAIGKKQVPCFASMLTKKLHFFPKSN
# * marks the source's active call; other numbers are inactive results; ? = inconclusive; nt = no result given; [ ] = another dose, or the depositor's remark.
SMILES,FN deposit inh,Cneo AK release,PAX8 inh HTS,miR122 inh,PGC1a acetyl inh,EWS-Fli block,LGR2 antag,Casp6 inh
COc1ccccc1-c1cnc2c(c1)C(=O)N([C@@H](C)CO)C[C@@H](C)[C@H](CN(C)Cc1ccncc1)O2,0,1,nt,-4[16.7 µM],-7,-8,-10,-1
CN1CCN(CC(=O)N2N=C(c3cccs3)CC2c2ccco2)CC1 (configuration not stated),1,-1,29,4,nt,6,-3,2
Cc1ccccc1C1(O)c2ccccc2-c2ccccc21,4,1,12,1,9,-3,24,1
CC(C)COc1ccc(C(=O)Nc2ccc(N3CCOCC3)cc2N2CCOCC2)cc1,10,6,25,nt,nt,10,8,-2
C[C@@H]1CN([C@@H](C)CO)C(=O)c2cccc(NC(=O)C3CC3)c2O[C@H]1CN(C)C,nt,-5,-9,-4[16.7 µM],5,1,-33,2
CCCOc1ccc(/C=N/Nc2cc(N3CCOCC3)ncn2)c(O)c1,4,-1,54,nt,nt,15,9,2
Cc1cccc2nc(-c3ccccc3)c(-c3ccc(CN4CCC(c5nc6ccccc6[nH]5)CC4)cc3)nc12,-1,nt,22,nt,nt,17,21,-3
CNC[C@@H]1Oc2ncc(C#CC3CCCCC3)cc2C(=O)N([C@H](C)CO)C[C@@H]1C,-30,5,-21,-9[16.7 µM],-19,5,17,nt
CC1CCN(C(=O)Cn2nnc(-c3ccc([N+](=O)[O-])cc3)n2)CC1,-6,1,44,-1,nt,9,-3,3
CCCC#Cc1ccc([C@H]2[C@@H](CO)N3C(=O)CN(C(=O)c4ccccn4)C[C@H]23)cc1,nt,nt,nt,nt,2,4,-6,1
COc1ccc(S(=O)(=O)N(C)C[C@@H]2Oc3ccc(NS(=O)(=O)c4cccs4)cc3C(=O)N([C@@H](C)CO)C[C@@H]2C)cc1,nt,1,nt,3[16.7 µM],6,-9,15,-3
CCS(=O)(=O)N1Cc2ccccc2CC1C(=O)Nc1ccc(C)cc1 (configuration not stated),-3,-1,-22,4,10,nt,nt,nt

# The final 5 records of the section above open the next one.
SMILES,FN deposit inh,Cneo AK release,PAX8 inh HTS,miR122 inh,PGC1a acetyl inh,EWS-Fli block,LGR2 antag,Casp6 inh
CNC[C@@H]1Oc2ncc(C#CC3CCCCC3)cc2C(=O)N([C@H](C)CO)C[C@@H]1C,-30,5,-21,-9[16.7 µM],-19,5,17,nt
CC1CCN(C(=O)Cn2nnc(-c3ccc([N+](=O)[O-])cc3)n2)CC1,-6,1,44,-1,nt,9,-3,3
CCCC#Cc1ccc([C@H]2[C@@H](CO)N3C(=O)CN(C(=O)c4ccccn4)C[C@H]23)cc1,nt,nt,nt,nt,2,4,-6,1
COc1ccc(S(=O)(=O)N(C)C[C@@H]2Oc3ccc(NS(=O)(=O)c4cccs4)cc3C(=O)N([C@@H](C)CO)C[C@@H]2C)cc1,nt,1,nt,3[16.7 µM],6,-9,15,-3
CCS(=O)(=O)N1Cc2ccccc2CC1C(=O)Nc1ccc(C)cc1 (configuration not stated),-3,-1,-22,4,10,nt,nt,nt
Oc1cc(NCCN2CCOCC2)cc2cccnc12,-10,2,?,1,27,34,14,90*
COc1ccc(OC)c(NC(=S)NCCN2CCOCC2)c1,-27,nt,-15,nt,nt,3,18,-4
NC(=O)CC(NC(=O)Cc1ccc(Cl)cc1)c1ccc(NCCc2ccccc2F)c([N+](=O)[O-])c1 (configuration not stated),-2,6,25,0,nt,8,nt,-1
C[C@H](C(=O)CC(=O)OC(C)(C)C)[C@H](O)c1ccccc1,-4,0,-32,-5,8,-16,-6,-2
Cc1cccc(Nc2c([N+](=O)[O-])ccc3nonc23)c1,5,nt,-14,nt,nt,-2,1,1
O=C(NC(=S)NNC(=O)c1ccco1)c1ccc(Br)cc1,5,4,-5,-3,nt,4,-42,2
COc1ccc(/C=C/C(=O)Nc2ccc(C34CC5CC(CC(O)(C5)C3)C4)cc2)cc1OC,17,nt,-8,-57,3,-3,-30,nt
COCCN1CCN(C(=O)C2CCC(=O)N(CCc3cccc(F)c3)C2)CC1 (configuration not stated),0,2,-10,-3,19,nt,-17,-3
COc1ccccc1S(=O)(=O)N[C@H]1C=C[C@@H](CC(=O)N2CCCCC2)O[C@H]1CO,nt,-4,-3,nt,-5,4,0,-1
COc1ccccc1CCC(=O)Nc1cc(S(=O)(=O)N2CCCCC2)ccc1N1CCN(C)CC1,-5,-1,8,nt,nt,9,-5,3
COc1cccc(CNC(=O)[C@@H]2CCCN2C(=O)[C@@H]2CCCN2C(=O)c2cccc3ccccc23)c1,-5,nt,-2,nt,nt,4,5,2
Cc1nn(-c2ccccc2)c2sc(C(=O)N(Cc3ccco3)C(C)C(=O)NC(C)(C)C)cc12 (configuration not stated),nt,-3,nt,4,-24,nt,22,nt

SMILES,FN deposit inh,Cneo AK release,PAX8 inh HTS,miR122 inh,PGC1a acetyl inh,EWS-Fli block,LGR2 antag,Casp6 inh
Cc1ccc(S(=O)(=O)N2CCCC2)cc1C(=O)NCc1ccccc1CN1CCCC1,4,-1,10,-13,5,6,nt,-5
O=C(c1cccc(Cl)c1)N1CCC2(CC1)NCCc1[nH]cnc12,1,-3,16,nt,nt,4,-3,2
CCn1c(C(=O)N2CCC(C(=O)NCCCSC3CCCCC3)CC2)cc2sccc21,-12,4,8,nt,nt,12,5,-1
CCN(CC)c1ncnc2c1ncn2[C@H]1CN(CCOC)C[C@@H](CO)O1,-7,-2,-3,-16,nt,-12,2,3
O=C(CC1CC1)N1CC(=O)N2[C@H](CO)[C@H](c3ccc(/C=C/c4ccccc4)cc3)[C@@H]2C1,6,nt,nt,nt,-8,2,7,0
CN1[C@H](C(=O)Nc2nccs2)[C@@H](CO)[C@@H]2Cn3c(ccc(/C=C/c4ccccc4)c3=O)[C@@H]21,nt,-3,14,3[16.7 µM],nt,1,-6,0
NS(=O)(=O)c1ccc(CNC(=O)c2ccccn2)cc1,8,-2,8,-7,6,-12,-15,-1
CN1OC[C@@H]2CN[C@H](c3ccc(-c4cccc(F)c4)cc3)C[C@@H]21,3,-1,-92,1,-12,-60,-51,-4
COc1ccccc1N1CCN(C(=O)C2CCN(S(=O)(=O)c3ccc(C)cc3)CC2)CC1,-2,nt,0,nt,nt,8,16,1
COc1ccc(/C=C/C(=O)c2c(O)c(OC)c3occc3c2OC)cc1,5,nt,13,nt,nt,-10,45,2
CC1(C(=O)Nc2ccc3c(c2)OCCO3)CN(S(C)(=O)=O)CC(=O)N1Cc1cccc(C(F)(F)F)c1 (configuration not stated),-12,nt,-1,nt,nt,-7,-9,-1
CN(Cc1ccccn1)C(=O)c1cc(COc2ccc(F)c(F)c2)on1,5,-2,-172,6,nt,-109,-64,1

SMILES,FN deposit inh,Cneo AK release,PAX8 inh HTS,miR122 inh,PGC1a acetyl inh,EWS-Fli block,LGR2 antag,Casp6 inh
CCc1ccc(NC(=O)CSc2nc3c(c(=O)n(C)c(=O)n3C)n2C)cc1,-1,-3,-9,-2,nt,4,20,-2
COCC#Cc1cnc2c(c1)C(=O)N([C@H](C)CO)C[C@@H](C)[C@H](CN(C)C(=O)CCN1CCCCC1)O2,nt,-6,nt,8[16.7 µM],4,-4,3,-13
Cc1ccc(-c2ccc3c(c2)O[C@@H](CN(C)C(=O)Nc2ccc(F)cc2)[C@@H](C)CN([C@H](C)CO)S3(=O)=O)cc1,20,0,nt,8[16.7 µM],-5,8,14,0
CNC[C@@H]1OCCCC[C@@H](C)Oc2ccc(NC(=O)CCC(F)(F)F)cc2C(=O)N([C@@H](C)CO)C[C@H]1C,nt,-4,-4,3[16.7 µM],7,1,9,1
CN(C)C(=O)c1cccc(-c2ccc([C@@H]3[C@H]4CN(Cc5cccnc5)CCCCN4[C@H]3CO)cc2)c1,nt,-2,-24,-6[16.7 µM],3,-1,1,2
C[C@@H]1CC=C[C@@H]2[C@H]1C(=O)N(Cc1ccccc1)[C@H]2c1ccccc1Br,0,-1,-20,-9,-5,18,13,3
CCCCN1C(=O)C(CC(=O)NCc2ccco2)CC(C(=O)N(CC)CC)=C1C (configuration not stated),-7,0,-14,-7,37,0,4,-3
CCCCC(CC)COC(=O)CCCCC(=O)OCC(CC)CCCC (configuration not stated),nt,0,nt,-6,1,4,-2,1
COc1ccc([C@H]2CC(=O)C[C@@H](CCn3cc(Cc4ccccc4)nn3)O2)cc1,8,nt,-7,nt,nt,5,-8,-1
O=C(O)CCc1ccc(-c2ccc(Br)cc2)n1-c1ccc(O)cc1,4,9,15,8,-5,11,-2,18
Cc1cc(NC(=O)CSc2nc(-c3ccccc3Cl)nc3c2c(=O)n(C)c(=O)n3C)no1,nt,1,-16,-4,-5,8,-1,0
CN1C(=O)C(C)(C)c2cc(S(=O)(=O)N3CCN(c4ccccc4F)CC3)ccc21,-13,1,-8,2,-24,12,6,-2

# Quoted at random: 4 compounds from above
SMILES,FN deposit inh,Cneo AK release,PAX8 inh HTS,miR122 inh,PGC1a acetyl inh,EWS-Fli block,LGR2 antag,Casp6 inh
Cc1ccc(-c2ccc3c(c2)O[C@@H](CN(C)C(=O)Nc2ccc(F)cc2)[C@@H](C)CN([C@H](C)CO)S3(=O)=O)cc1,20,0,nt,8[16.7 µM],-5,8,14,0
NS(=O)(=O)c1ccc(CNC(=O)c2ccccn2)cc1,8,-2,8,-7,6,-12,-15,-1
CN1C(=O)C(C)(C)c2cc(S(=O)(=O)N3CCN(c4ccccc4F)CC3)ccc21,-13,1,-8,2,-24,12,6,-2
CN(Cc1ccccn1)C(=O)c1cc(COc2ccc(F)c(F)c2)on1,5,-2,-172,6,nt,-109,-64,1

# Next part
SMILES,FN deposit inh,Cneo AK release,PAX8 inh HTS,miR122 inh,PGC1a acetyl inh,EWS-Fli block,LGR2 antag,Casp6 inh
c1ccc(-c2cncnc2)nc1,0,0,-19,-7,1,-3,nt,-1
C[C@H](CO)N1C[C@H](C)[C@H](CN(C)S(=O)(=O)c2ccccc2)Oc2ncc(-c3cccc(C(=O)N(C)C)c3)cc2C1=O,-6,-5,-21,nt,-4,1,-16,nt
Cc1ccc(S(=O)(=O)Nc2ccc3c(c2)C(=O)N([C@H](C)CO)C[C@@H](C)[C@@H](CN(C)Cc2ccc(Oc4ccccc4)cc2)O3)cc1,nt,nt,19,-4[16.7 µM],15,29,-6,nt
COC(=O)c1cc2c(c3c4cc(OC)ccc4n(S(C)(=O)=O)c13)C(=O)N(C)C2,3,nt,-19,nt,nt,7,-15,2
Cc1cc(C)cc(NC(=O)CCN2CC(C)OC(C)C2)c1 (configuration not stated),-13,-1,nt,4,-3,nt,nt,nt
Nc1nonc1-c1nc2ccccc2n1Cc1ccc(F)cc1,7,0,-1,35,-18,nt,nt,nt
CCOC(=O)C1=CCN(S(=O)(=O)c2ccccc2F)C1c1ccccc1 (configuration not stated),4,24,-9,-7,-20,-10,5,1
